CHRM1 agonist = human M1 muscarinic receptor agonism; P11229; CHO-K1 hM1, Fluo-8 calcium fluorescence, agonist mode; 0% DMSO, 100% acetylcholine EC100; activation, % at 3 µM; 0.33% of 360,000 active;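 active means activation above the run's mean compound activation plus 3 SD, cut at about 16% in these data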;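 further: peak over basal fluorescence ratio within a 140 s kinetic read after compound addition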
Target sequence (P11229 whole entry, looked up): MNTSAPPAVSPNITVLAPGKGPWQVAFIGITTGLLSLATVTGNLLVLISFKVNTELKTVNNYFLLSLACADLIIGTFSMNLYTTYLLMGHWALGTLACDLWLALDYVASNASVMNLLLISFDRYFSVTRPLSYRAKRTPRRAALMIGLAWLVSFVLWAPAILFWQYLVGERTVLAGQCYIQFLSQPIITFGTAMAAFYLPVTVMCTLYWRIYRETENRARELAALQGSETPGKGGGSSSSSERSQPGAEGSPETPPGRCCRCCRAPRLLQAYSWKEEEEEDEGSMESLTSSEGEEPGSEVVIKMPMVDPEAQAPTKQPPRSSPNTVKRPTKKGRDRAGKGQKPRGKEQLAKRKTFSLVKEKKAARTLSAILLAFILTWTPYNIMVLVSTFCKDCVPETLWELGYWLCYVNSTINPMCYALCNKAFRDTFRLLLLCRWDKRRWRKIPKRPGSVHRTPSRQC
CHO-K1 Ca PAM = counter-screen for M1 PAMs: effect in parental CHO-K1 cells; 0.02% of 360,000 active; AID 602247; ATP EC20, Fluo-8 calcium fluorescence; 0% at ATP EC20, 100% at ATP max; activation, % at 3 µM;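 active means activation above the run cutoff, the mean activation of all test compounds plus 3 SD, cut at about 40% in these data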;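 further: peak over basal fluorescence ratio in a 140 s read after ATP addition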
TAAR1 antagonist = antagonists of human TAAR1. Q96RJ0. CHO RD-HGA16 TAAR1, Fluo-8 calcium fluorescence, antagonist. inhibition, % at 3 µM. 1.5% of 360,000 active;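 active means inhibition above a per-plate cutoff, the mean inhibition of test compounds on that plate plus 3 SD, cut at about 49% in these data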;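 further: 0% = DMSO plus EC80 beta-PEA response and 100% = DMSO alone without agonist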
Target sequence (Q96RJ0 whole entry, looked up): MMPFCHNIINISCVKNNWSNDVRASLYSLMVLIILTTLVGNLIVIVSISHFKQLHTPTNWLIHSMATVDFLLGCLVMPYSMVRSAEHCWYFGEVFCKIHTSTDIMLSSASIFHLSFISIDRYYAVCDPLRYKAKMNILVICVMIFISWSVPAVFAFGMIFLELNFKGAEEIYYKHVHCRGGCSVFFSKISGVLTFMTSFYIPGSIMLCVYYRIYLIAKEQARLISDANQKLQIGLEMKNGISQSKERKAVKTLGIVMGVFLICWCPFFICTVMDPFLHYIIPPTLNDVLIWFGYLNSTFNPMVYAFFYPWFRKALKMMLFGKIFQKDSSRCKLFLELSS
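Material: CHO RD-HGA16 cells bearing hTAAR1; compound dosing: one-point dosing, 3 µM nominal final; schedule: dye loading 75 min at 37 °C, then 30 min room temperature; measured by: calcium fluorescence with Fluo-8; control set: vehicle and agonist controls; replication: n of 1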
CHO-K1 Ca antag = counter-screen for M1 antagonists: effect in parental CHO-K1 cells. inhibition, % at 3 µM. ATP-induced calcium, Fluo-8 fluorescence. AID 602250. 0.6% of 360,000 active;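 active means inhibition above a per-plate cutoff, the plate's mean sample inhibition plus 3 SD, cut at about 24% in these data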;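 further: 0% = DMSO plus EC80 ATP and 100% = DMSO alone without ATP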
CHO parental Ca = signal in parental CHO cells, OX1R antagonist counter-screen; parental CHO-K1, ATP-induced calcium, Fluo-8 fluorescence; inhibition, % at 5.6 µM; 0.63% of 330,000 active; AID 463079;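 active means inhibition above that plate's mean sample inhibition plus 3 SD, cut at about 26% in these data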;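 further: 0% = ATP-challenged DMSO wells and 100% = DMSO wells without ATP; some compounds past the cut are filed as inactive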
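Test system: untransfected parental CHO cell line. Compound: one dose, 5.6 µM nominal. Detection: intracellular calcium via Fluo-8 no-wash fluorescent dye. Measure: % inhibition. Benchmarks: ATP-challenged DMSO wells low, unchallenged DMSO wells high.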
M1 ag parental = M1 agonist counterscreen hit in parental CHO-K1 cells; AID 602248; 0.48% of 360,000 active; activation, % at 3 µM; Fluo-8 calcium fluorescence; scaled to maximal ATP response, vehicle zero; in the data active means activation above about 15%;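 further: untransfected CHO-K1 host cells lacking M1 receptor as counterscreen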
TAAR1 agonist = agonists of human TAAR1 | AID 624467 | CHO RD-HGA16 TAAR1, Fluo-8 calcium fluorescence; vehicle wells 0%, saturating PEA agonist 100% | 0.99% of 360,000 active | activation, % at 3 µM | Q96RJ0;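 active means activation above the mean activation of all test compounds in the run plus 3 SD, cut at about 38% in these data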
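System: CHO-derived RD-HGA16 cells with stable Gα16 and human TAAR1 / Times: 17-24 h plating, Fluo-8 75 min 37 °C, 30 min RT / Technique: calcium-sensitive Fluo-8 signal, excitation 470-495, emission 515-575 nm / Measure: % activation relative to PEA EC100 response / Benchmarks: DMSO and PEA EC100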
M1 PAM = potentiates human M1 receptor response to acetylcholine | P11229 | CHO-K1 hM1, Fluo-8 calcium fluorescence, ACh EC20; 0% = ACh EC20, 100% = maximal ACh | activation, % at 3 µM | 0.088% of 360,000 active; in the data active means activation above about 19%, passing the limit was not always enough
M1 antag = blocks human M1 muscarinic receptor. 1.3% of 360,000 active. CHO-K1 hM1, Fluo-8 calcium fluorescence, ACh EC80 antagonist. AID 588852. inhibition, % at 3 µM. P11229;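 active means percent inhibition above its own plate's cutoff, namely the mean of that plate's compound wells plus 3 SD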;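 further: peak over basal fluorescence ratio during 140 s after agonist addition; 0% = ACh EC80 plus DMSO and 100% = DMSO alone without agonist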
An asterisk follows results filed as active; · = no result given.

The line under a structure holds: CHRM1 agonist	CHO-K1 Ca PAM	TAAR1 antagonist	CHO-K1 Ca antag	CHO parental Ca	M1 ag parental	TAAR1 agonist	M1 PAM	M1 antag
#1 O=c1[nH]c(Nc2ccc(F)cc2)cc2ccccc12
 : 0	-7	17	1	-7	0.6	20	-8	5
#2 Cn1cccc1C(=O)NC(=O)COC(=O)c1cc(S(=O)(=O)N2CCCCC2)ccc1Cl
 : -8	15	15	-8	-14	1.6	2	-1	3
#3 CCN(Cc1cc(=O)oc2cc(C)ccc12)c1ccccc1
 : -5	14	-4	-6	·	1.3	-2	2	-11
#4 COCCCNC(=O)CN(CCc1ccccc1)S(=O)(=O)c1ccc(OC)cc1
 : -9	25	-19	-6	-29	1.8	16	9	-6
#5 Cc1ccc(NC(=O)CN(C)C(=O)C2CC(=O)N(Cc3ccccc3)C2)cc1 (stereo not given)
 : -2	4	-21	-14	-12	0.8	4	9	-8
#6 O=C(O)CSc1nnc(COc2cccc3cccnc23)n1-c1ccc(Cl)cc1
 : -2	-14	18	18	6	2.5	5	-13	13
#7 O=C(CCn1cccc1)NCc1ccc2c(c1)OCO2
 : 1	-5	-7	27*	6	-0.2	0	5	0
#8 Cc1ccc(-c2nc(CS(=O)(=O)CC(=O)NCCCN3CCOCC3)c(C)o2)cc1
 : -1	-17	-23	-5	-19	0.3	-2	7	-5
#9 COc1ccc(S(=O)(=O)NC(=O)C2(C)CCN2C(=O)c2c(C)noc2C)cc1 (stereo not given)
 : 0	-5	9	13	·	-0.3	0	4	-7
#10 O=C(NCCCN1CCOCC1)C1CC(=O)N(C2CCCCC2)C1 (stereo not given)
 : -6	18	-12	-6	4	0.3	2	11	-16
#11 COc1ccc(Cc2n[nH]c(=S)o2)cc1
 : -5	-12	-4	12	-6	0.1	4	6	-8
#12 Cc1cc(C)n(C(=O)c2ccc(Cl)c(F)c2F)n1
 : -9	-3	-29	1	-4	-0.4	2	10	-10
#13 CCN(CC)S(=O)(=O)c1ccc(Cl)c(NC(=O)COc2ccc(OC)cc2[N+](=O)[O-])c1
 : -7	8	-21	-3	-12	0.4	7	-1	1
#14 CCOC(=O)c1sc(NC(=O)CSc2nnc(C(C)C)n2C)nc1C
 : -3	20	-7	-20	-19	0.7	11	6	-10
#15 Cc1csc(NC(=O)c2sccc2C)n1
 : -2	-3	-6	-1	-19	0.1	0	0	1
#16 O=C1CCN(Cc2ccccc2)S(=O)(=O)c2ccc(F)cc21
 : -6	12	6	-13	-7	0.9	3	3	-7
#17 O=C(NCCCN1CCOCC1)c1ccc(Cl)cc1[N+](=O)[O-]
 : -3	7	19	-22	-6	0.1	1	8	-15
#18 Cc1ccc(S(=O)(=O)NC(=O)N2CCCC2)cc1
 : -1	-8	-23	-10	·	0.2	1	2	-5
#19 C[C@H](CO)N1C[C@H](C)[C@@H](CN(C)S(=O)(=O)c2ccc3c(c2)OCCCO3)OCc2cnnn2CCCC1=O
 : -4	14	10	-9	·	0.1	2	6	-11
#20 CCn1c(=O)n(CC(=O)Nc2cc(OC)c(OC)c(OC)c2)c(=O)c2ccccc21
 : -1	-14	11	6	-15	-0.5	8	5	-5

Record cards (already shown).
COc1ccc(Cc2n[nH]c(=S)o2)cc1 across the screens: CHRM1 agonist: -5; CHO-K1 Ca PAM: -12; TAAR1 antagonist: -4; CHO-K1 Ca antag: 12; CHO parental Ca: -6; M1 ag parental: 0.1; TAAR1 agonist: 4; M1 PAM: 6; M1 antag: -8
Cc1ccc(-c2nc(CS(=O)(=O)CC(=O)NCCCN3CCOCC3)c(C)o2)cc1 across the screens: CHRM1 agonist: -1; CHO-K1 Ca PAM: -17; TAAR1 antagonist: -23; CHO-K1 Ca antag: -5; CHO parental Ca: -19; M1 ag parental: 0.3; TAAR1 agonist: -2; M1 PAM: 7; M1 antag: -5

Next records.
The line under a structure holds: CHRM1 agonist	CHO-K1 Ca PAM	TAAR1 antagonist	CHO-K1 Ca antag	CHO parental Ca	M1 ag parental	TAAR1 agonist	M1 PAM	M1 antag
#21 Cc1cccc(C(=O)O/N=C/c2ccc(Br)cc2)c1
 : -5	-17	-2	6	-13	-0.5	9	5	-3
#22 Cc1ccc(CN2CCN(CC(=O)NCc3ccccc3)CC2)cc1
 : -7	5	-10	-8	·	0.7	3	8	-9
#23 O=C(CC1CCCC1)NNC(=O)c1ccc(Br)cc1
 : -2	-11	3	-7	-3	0.3	2	2	-1
#24 CCOC(=O)CSc1nnc2n1C(C)(C)Cc1ccccc1-2
 : -4	-4	-7	7	-2	0.8	5	-4	9
#25 COc1ccc(NC(=O)C(=O)NCCN2CCN(C(=O)c3ccc(C(C)(C)C)cc3)CC2)cc1
 : 1	9	0	-6	-2	0.6	2	1	-4
#26 Cc1ccc(-c2cc(C(=O)NCc3ccco3)c3ccccc3n2)s1
 : -4	6	9	0	-34	0.9	10	5	-18
#27 COC(=O)Nc1ccc(Cn2cc(C(F)(F)F)ccc2=O)cc1
 : -4	20	9	-10	-22	1.8	4	12	-6
#28 CC(=O)c1ccc(C(=O)N2CCC(n3nccc3NC(=O)C3CC3)CC2)cc1
 : -1	2	-6	-5	-12	0.9	0	5	-4
#29 COc1ccc(CCNC(=O)CCCn2ncn3c(cc4occc43)c2=O)c(OC)c1
 : -4	6	-27	-1	-34	1.1	0	0	-5
#30 O=C(Cc1ccc(Br)cc1)Nc1ccccc1Sc1ccccc1
 : -6	-13	58*	-7	-29	-0.2	8	-13	13
#31 CCc1nc2ccc(C(=O)NCc3ccccc3OC)cn2c1N(CC)CCOC
 : -9	-5	-1	9	·	0.4	-1	12	-11
#32 CCOC(=O)C(Cc1ccccc1)NC(=O)CNC(=O)CNC(=O)OCc1ccccc1 (stereo not given)
 : -8	11	9	-5	-9	3.1	-1	6	-4
#33 COc1cc(CNCc2ccccn2)ccc1OCc1ccc(Cl)cc1Cl
 : -5	3	16	25*	9	0.3	45*	-6	22
#34 CCOC(=O)CNC(=O)C(Cc1ccccc1)NS(=O)(=O)c1ccc2c(c1)CCC(=O)N2 (stereo not given)
 : -5	10	-7	-7	-4	0.0	8	4	-2
#35 Cn1cc(C(=O)N/N=C/C=C/c2ccccc2)ccc1=O
 : -3	1	-5	-5	0	0.0	4	-1	2
#36 COc1cccc(C2c3[nH]c4ccccc4c3C[C@H]3C(=O)N(c4ccccc4C(=O)N4CCCC4C(=O)O)C(=O)N23)c1 (stereo not given in full)
 : -7	16	-14	-7	-14	0.0	1	9	-15
#37 CC1(C(=O)NCc2cccc(C(F)(F)F)c2)CCN1Cc1ccc2ccccc2c1 (stereo not given)
 : -8	10	14	-8	·	0.8	2	-19	32*
#38 O=C(C1CCOCC1)N1CCCC(N2CCN(c3cccc(Cl)c3)CC2)C1 (stereo not given)
 : -5	-2	-4	-15	2	0.2	0	4	-5
#39 COc1cc(NS(=O)(=O)c2ccc(NC(=O)COc3ccc(C)cc3C)cc2)nc(OC)n1
 : -6	21	-11	-15	-12	-0.3	9	2	1
#40 CC(C)COC(=O)C1C2C=CC3(CN(C4CCCC4)C(=O)C13)O2 (stereo not given)
 : -2	8	-30	-7	-10	0.6	11	-1	0
#41 Cc1ccc(-c2nn3nnnc3c3ccccc23)cc1
 : -5	20	-12	-8	-5	0.2	3	6	-6
#42 COc1ccc(OCCn2c(=O)sc3ccccc32)cc1
 : -4	14	3	-9	-5	0.7	14	2	-3
#43 O=C(N/N=C/c1c(O)n(Cc2ccco2)c(=O)[nH]c1=O)c1ccccc1
 : -2	3	-25	-17	1	2.2	1	4	-1
#44 CC1CCC(NC(=O)COC(=O)c2n[nH]c(=O)c3ccccc23)CC1 (stereo not given)
 : -2	4	-9	-4	-7	1.0	-1	13	-17
#45 CCN(CC)CCOC(=O)C1c2ccccc2Oc2ccccc21
 : -9	5	·	-4	1	0.9	·	-22	99*
#46 O=C(NCc1ccc(F)cc1)c1cc(C2CCCCN2C(=O)CCCc2ccccc2)on1 (stereo not given)
 : -5	0	23	4	·	2.7	1	-9	4
#47 O=C(CSc1nccn1-c1ccc(F)cc1)Nc1ccc2c(c1)OCO2
 : -3	15	-2	-4	-11	1.2	0	1	-16
#48 COC(=O)c1ccccc1NC(=O)NCc1ccncc1
 : -6	20	5	6	9	16*	1	7	-3
#49 NC(=S)NC(c1ccccc1)c1ccncc1 (stereo not given)
 : -3	11	-8	-4	1	0.9	2	12	-15
#50 Cn1cnnc1SCC(=O)Nc1cc(C(F)(F)F)ccc1N1CCOCC1
 : -8	3	-17	0	-5	-0.2	3	9	1
#51 O=C(CCn1c(=O)[nH]c2ccccc2c1=O)Nc1ccccc1
 : -2	6	6	-3	-13	0.6	7	6	-8
#52 O=C(COc1ccc2ccccc2c1)NCCn1ccc2ccccc21
 : -2	0	-12	-4	-11	0.3	5	4	-3
#53 CC(C)CC(=O)N1CCC(N(CCc2ccccc2)Cc2ccccc2)CC1
 : -8	20	-46	-14	-22	0.1	0	-27	57*
#54 C/C(=C\c1ccccc1)C(=O)NC1CCSC1=O (stereo not given)
 : -2	10	-2	-13	-18	0.4	1	9	-12
#55 CC(C)C(OC(=O)CN1C(=O)COc2ccccc21)C(=O)NC1CCCCC1 (stereo not given)
 : -2	13	-7	-21	-28	1.1	0	13	-14
#56 CCOC(=O)N1CCN(CC(O)COCc2cc(OC)c(OC)c(OC)c2)CC1 (stereo not given)
 : -5	-5	2	0	-7	-0.4	3	4	2
#57 O=C(C1CC1)N1CCc2cc(S(=O)(=O)N(CCO)Cc3ccccc3)ccc21
 : 2	4	-5	1	-3	4.3	29	-5	5
#58 CC(C)N1C(=S)SC(C)(C)C1n1oc(=O)n(-c2ccc(Cl)c(Cl)c2)c1=O (stereo not given)
 : -2	-3	10	-9	-17	1.4	22	6	-13
